# MRP resist rev: reverses drug resistance mediated by MRP; H69AR cells + 2 uM doxorubicin, CellTiter-Glo, 72 h; differential viability (reversal), % at 10 µM; 85,000 tested, 0.04% active;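 active = viability drop by adding the cancer drug above about 55%, with treated viability meeting a 40% cutoff, limit read from the data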;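 also: viability without doxorubicin minus viability with 2 µM doxorubicin for each compound; larger differential means the compound sensitizes cells more to doxorubicin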
# PLAP inhibitors HTS: inhibition of human placental alkaline phosphatase – biochemical, luminescence, HTS (AID 690) | 96,000 tested, 0.08% active | one-dose inhibition, % at 20 µM; IC50 in µM for titrated hits | purified PLAP, luminescent substrate; higher % means a stronger effect; in the data active = a potency from the dose series; inactive = the rest, 99 in 100 with inhibition below about 30%; also: strong numbers were not always called active
# IL1B NFkB inh: blocks IL-1B driven NFkB nuclear translocation in HUVEC cells. 94,000 tested, 0.43% active. inhibition, % at 2 µM. AID 796. HUVEC IL-1B NFkB p65 nuclear translocation imaging;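 active = inhibition above about 30% together with a positive call from visual inspection of the well image, limit read from the data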;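 also: nuclear over cytoplasmic p65 intensity ratio measured by imaging; 0% = IL-1B stimulated DMSO wells and 100% = unstimulated DMSO wells; values of inactives mirror those of a sister screen read the other way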
# IL1B NFkB pot: enhances IL-1B driven NFkB nuclear translocation; 94,000 tested, 0.3% active; HUVEC IL-1B NFkB p65 nuclear translocation imaging; activation, % at 2 µM;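 active = activation above 40%, about the mean plus 3 SD, also judged a hit on visual image review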;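 also: percent activation is computed from the nuclear over cytoplasmic p65 intensity ratio; values of inactives mirror those of a sister screen read the other way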
# Bcl-B displacement: displacers of TR3 peptide from Bcl-B, primary screen, selectivity assay for Bfl-1 inhibitor project, biochemical, fluorescence polarization. AID 748. displacement, % at 20 µM; hits with a dose series show IC50 in µM. FP displacement of FITC-TR3 peptide from Bcl-B; higher % means a stronger effect. 96,000 tested, 0.11% active;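 active = displacement above 50% at 20 µM plus a fluorescence interference ratio under 1.5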;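 also: plate controls were wells without compound for no effect and wells lacking Bcl-B protein for full effect; a part of the inactive calls stands beside numbers as strong as those of hits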
# MRP resist rev cytotoxicity: further read-out of MRP resist rev, marked with its call; viability, %; H69AR cells, CellTiter-Glo, 72 h; measured here: cytotoxicity without doxorubicin
# MRP resist rev with doxorubicin: second read-out of MRP resist rev, no call of its own (marks repeat the call); viability, %; measured here: viability with 2 uM doxorubicin; active compounds read low
# IL1B NFkB inh cell count 2 µM: further read-out of IL1B NFkB inh, marked with its call; cell count; measured here: cells passing quality filter;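 raw number of nuclei counted in each imaged well without normalization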
# IL1B NFkB pot cell count 2 µM: second read-out of IL1B NFkB pot, no call of its own (marks repeat the call); cell count; measured here: cells passing quality filter
# An asterisk follows results filed as active; . = no result given. Only part of the results is shown (hit frequency here may not be typical).
# The opening 2 compounds (preview)
SMILES,MRP resist rev,MRP resist rev cytotoxicity,MRP resist rev with doxorubicin,PLAP inhibitors HTS,IL1B NFkB inh,IL1B NFkB inh cell count 2 µM,IL1B NFkB pot,IL1B NFkB pot cell count 2 µM,Bcl-B displacement
Nc1ccccc1-c1nnc(SCc2ccccc2Cl)[nH]c1=O,16,98,82,-39%,-12,61,12,61,10%
Cc1ccc(NC(=O)CSC2=C(C#N)C(c3ccc4c(c3)OCO4)C3=C(CCCC3=O)N2)c(C)c1 (configuration not stated),18,93,75,-62%,0,130,0,130,-13%

# Main list, repeating the preview:
SMILES,MRP resist rev,MRP resist rev cytotoxicity,MRP resist rev with doxorubicin,PLAP inhibitors HTS,IL1B NFkB inh,IL1B NFkB inh cell count 2 µM,IL1B NFkB pot,IL1B NFkB pot cell count 2 µM,Bcl-B displacement
Nc1ccccc1-c1nnc(SCc2ccccc2Cl)[nH]c1=O,16,98,82,-39%,-12,61,12,61,10%
Cc1ccc(NC(=O)CSC2=C(C#N)C(c3ccc4c(c3)OCO4)C3=C(CCCC3=O)N2)c(C)c1 (configuration not stated),18,93,75,-62%,0,130,0,130,-13%
CCOC(=O)CNc1ncnc2nc[nH]c12,-13,81,94,-23%,.,.,.,.,3%
COc1ccc(C(=O)Nc2nccs2)cc1OC,-8,80,88,-42%,.,.,.,.,-6%
Clc1cc(Cl)cc(CSc2nnc(-c3sccc3-n3cccc3)o2)c1,.,.,.,49%,0,137,0,137,-6%
CCCCc1nc(NCCNC(=O)c2ccco2)c(C#N)c2c1CSC(C)(C)C2,-13,65,78,-93%,-26,73,26,73,-22%
c1ccc(-c2nc(NCCCn3ccnc3)c3oc4ccccc4c3n2)cc1,-28,18,46,-69%,-7,190,7,190,0%
CC(C)(C)OC(=O)N1CCC(C(=O)N2CCC[C@H]2C(=O)O)CC1,13,94,81,0%,-6,190,6,190,0%
Cc1nn(Cc2ccc(Cl)cc2)c(C)c1N,2,96,94,.,-8,172,8,172,.
Cc1ccc(-c2nsc3c(N4CCC(C(N)=O)CC4)ncnc23)cc1,-9,81,90,4%,.,.,.,.,-18%
CCN(c1ccccc1)c1nc2ccsc2c(=O)s1,-13,67,80,3%,-12,164,12,164,4%
CCOC(=O)c1cccc(NC(=O)CSc2nc(N)cc(N)n2)c1,-19,45,64,30%,-36,109,36,109,-2%
CC12CC3CC(C)(C1)CC(C(=O)NC(=S)N1CCCCC1)(C3)C2,.,.,.,-17%,3,128,-3,128,-5%
O=C(O)c1ccc(CSc2nc(-c3ccc(Cl)cc3)cc(C(F)(F)F)n2)cc1,.,.,.,-22%,-13,132,13,132,3%
O=C(O)C1CC=CCC1C(=O)Nc1cccc(F)c1 (configuration not stated),6,96,90,18%,-4,142,4,142,-8%
CCOc1cc(C(=S)N2CCC(O)CC2)ccc1OS(=O)(=O)c1ccc(Br)cc1,.,.,.,-83%,5,141,-5,141,6%
Cc1cc(=O)[nH]c(SCC(=O)Nc2ccc(S(=O)(=O)N3CCOCC3)cc2)n1,21,89,68,-11%,6,155,-6,155,1%
CC(=O)Nc1ccc(S(=O)(=O)N(c2cccnc2)S(=O)(=O)c2ccc(NC(C)=O)cc2)cc1,17,100,84,.,-12,152,12,152,.
CCN1C(=O)c2cccc3c(S(=O)(=O)NCc4ccccn4)ccc1c23,7,94,88,-7%,-27,196,27,196,-5%
Nc1c(S(=O)(=O)c2ccccc2)c2nc3ccccc3nc2n1/N=C/c1ccco1,2,87,85,10%,-14,152,14,152,-44%
COc1ccc(N2C(=O)CC(Sc3nccc(C)n3)C2=O)cc1 (configuration not stated),-10,96,106,-3%,-7,180,7,180,-4%
O=C1c2ccccc2C(=O)N1c1ncccn1,-5,96,101,-10%,.,.,.,.,-8%
Cn1cnnc1SCC(=O)Nc1sc2c(c1C#N)CCCCC2,-2,87,89,.,-2,164,2,164,.
CCOC(=O)c1c(C)[nH]c(C(=O)CSc2ccccc2)c1C,11,96,85,11%,.,.,.,.,8%
CCCN=C(Nc1ccc(Cl)cc1)c1cccnc1,.,.,.,4%,-4,102,4,102,-4%
CCCn1c(SCC(=O)c2ccc(CC)cc2)n[nH]c1=O,1,91,91,-52%,-4,180,4,180,4%
O=C(Nc1ccc(OC(F)(F)F)cc1)C1CCCN(S(=O)(=O)c2cccnc2)C1 (configuration not stated),.,.,.,-14%,-3,197,3,197,-6%
CCOC(=O)Cn1cc(C(=O)C2CC2)c2ccccc21,.,.,.,-2%,8,116,-8,116,0%
CNc1nc2c(c(=O)[nH]c(=O)n2C)n1CCOC,0,92,92,2%,-15,86,17,86,-5%
CCOC(=O)C(/C=N/c1cc(C)nn1-c1ccccc1)=C(\C)O,13,95,82,18%,-8,167,0,88,13%
CCOC(=O)c1ccc(NC(=O)NS(=O)(=O)c2ccc(C)cc2)cc1,-6,92,99,8%,8,154,-8,154,-4%
O=C(NCC1COCCO1)C1CCN(S(=O)(=O)c2ccccc2)CC1 (configuration not stated),1,97,95,-14%,96*,8*,-96,8,-2%
Nc1c(C(=O)NCc2cccnc2)sc(=S)n1-c1ccccc1,12,97,85,10%,.,.,.,.,6%
COc1cccc(-c2nn(-c3ccccc3)cc2C(=O)NCC(=O)O)c1,5,101,97,-32%,-36,140,35,140,-2%
Cc1cccc(-n2c(O)c(C=Nc3ccccc3N)c(=O)[nH]c2=O)c1,-8,10,18,-39%,-14,159,14,159,-2%
CCN1CCCC1CNC(=O)c1cc(OC)c(OC)c(OC)c1 (configuration not stated),6,97,92,11%,-24,194,24,194,8%
COc1ccc(Cl)cc1NC(=O)Nc1cccc([N+](=O)[O-])c1C,.,.,.,10%,3,129,-3,129,-2%
O=C(C1CCCO1)N1CCN(c2ccc(F)cc2)CC1 (configuration not stated),10,98,88,.,-6,155,6,155,.
Cc1cc(NCCN2CCOCC2)n2ncc(-c3ccc(Cl)cc3)c2n1,.,.,.,.,-11,147,11,147,.
CCOC(=O)c1c(C)[nH]c(C(=O)Cn2c(=O)oc3ccccc32)c1C,3,85,82,14%,-17,159,17,159,-5%
CCNC(=S)NNC(=O)Nc1ccccc1,4,96,92,-21%,7,51,-7,51,14%
COc1cc2c3c(c1OC)C1(C=CC(=O)C=C1)CC3N(C(=O)c1ccccc1)CC2 (configuration not stated),.,.,.,-15%,-1,108,1,108,0%
CN(Cc1ccccc1)S(=O)(=O)c1cccs1,4,95,92,31%,-16,109,16,109,-13%
COc1cc(C)nc(NS(=O)(=O)c2ccc(C)cc2)n1,.,.,.,-13%,1,126,-1,126,1%
Cc1cc(Cl)cc(Br)c1OCCNCC(C)O (configuration not stated),8,90,82,-23%,8,143,-8,143,-7%
CCOc1ccc(NC(=O)C2CCN(S(=O)(=O)c3cccnc3)CC2)cc1,-21,76,97,-4%,-4,132,4,132,4%
O=C(CCCc1ccccc1)N1CCc2ccccc21,30,96,66,12%,3,81,-3,81,-3%
COc1ccc(C(=O)Nn2c(C3CCC3)nc3ccccc3c2=O)c(OC)c1,-5,79,84,.,3,167,-3,167,.

# Looked up above.
# In IL1B NFkB inh, COc1ccc(Cl)cc1NC(=O)Nc1cccc([N+](=O)[O-])c1C is entered as 3
# In IL1B NFkB pot cell count 2 µM, COc1cc(C)nc(NS(=O)(=O)c2ccc(C)cc2)n1 is entered as 126
# In MRP resist rev with doxorubicin, CN(Cc1ccccc1)S(=O)(=O)c1cccs1 is entered as 92
# In IL1B NFkB inh cell count 2 µM, Cc1cc(NCCN2CCOCC2)n2ncc(-c3ccc(Cl)cc3)c2n1 is entered as 147

# (list continues)
SMILES,MRP resist rev,MRP resist rev cytotoxicity,MRP resist rev with doxorubicin,PLAP inhibitors HTS,IL1B NFkB inh,IL1B NFkB inh cell count 2 µM,IL1B NFkB pot,IL1B NFkB pot cell count 2 µM,Bcl-B displacement
CCC(=O)Nc1cccc(-c2nnc(SCC(=O)c3ccccc3)n2C)c1,-5,76,81,16%,-26,135,26,135,-2%
O=C(COc1ccc(Cl)cc1Cl)NC1CCSC1=O (configuration not stated),-5,101,107,-59%,4,184,-4,184,-3%
COc1ccccc1C(=O)NCc1ccc2c(c1)OCO2,14,111,97,15%,.,.,.,.,-4%
O=C1OCC2=C1C(c1ccc(F)cc1)Sc1ccccc1N2 (configuration not stated),.,.,.,-11%,3,127,-3,127,0%
O=C(CC(c1ccccc1)c1cc(Br)ccc1O)NCc1ccco1 (configuration not stated),28,76,49,-37%,-11,141,11,141,-8%
Cc1c(Cc2ccccc2)sc(NC(=O)c2ccco2)c1C(N)=O,7,87,80,.,-13,78,13,78,.
O=C1CCCC(O)=C1C(C#Cc1ccccc1)C1=C(O)CCCC1=O,-22,7,29,18%,.,.,.,.,0%
O=C(C1CCCN1S(=O)(=O)c1cccc2cccnc12)N1CCc2ccccc21 (configuration not stated),7,94,86,-55%,9,156,-9,156,-4%
O=C(COC(=O)c1ccccc1Nc1ccccc1)c1ccccc1,.,.,.,10%,-6,127,6,127,6%
CCOCCCNS(=O)(=O)c1ccc(OC)c(Cl)c1Cl,1,90,89,.,-15,170,15,170,.
CCOC(=O)CSc1nnc(CNC(=O)Cc2ccccc2)n1C,-12,95,107,-2%,-6,214,6,214,8%
O=C(c1ccc(Cl)cc1)N1CCC(O)(CSc2ccccc2)CC1,.,.,.,-24%,.,.,.,.,3%
c1cc2c3c(cccc3c1)C(N1CCCCCC1)=N2,-17,70,87,-4%,2,119,-2,119,44%
Cc1ccc(Cl)cc1N1CCN(CC(=O)Nc2ccc3[nH]c(=O)[nH]c3c2)CC1,8,83,75,7%,4,148,-4,148,0%
CCCCOC1(c2ccccc2)OC(=O)c2ccccc21 (configuration not stated),.,.,.,27%,4,122,-4,122,0%
CCn1c(/C=C/c2cccc([N+](=O)[O-])c2)nc2ccccc2c1=O,.,.,.,-6%,-27,105,27,105,-9%
c1coc(CNCC2OCCc3ccccc32)c1 (configuration not stated),-1,96,97,-4%,6,121,-6,121,7%
COc1ccc(NC(C)=O)cc1NC(C)C(=O)Nc1ccc(F)c(F)c1F (configuration not stated),21,94,73,-19%,-1,120,1,120,-5%
CCCSc1nc2c(cnn2-c2ccc(Cl)cc2)c(=O)[nH]1,.,.,.,-47%,2,194,-2,194,2%
CCn1c(=N)n(CC(=O)C23CC4CC(CC(C4)C2)C3)c2ccccc21,-9,29,38,-24%,.,.,.,.,0%
CCCOc1ccc(/C(O)=C2/C(=O)C(=O)N(CCCN3CCOCC3)C2c2ccncc2)cc1 (configuration not stated),-2,94,96,.,.,.,.,.,4%
Cc1cc(C)nc(NC(=O)c2cc3ccccc3o2)n1,.,.,.,3%,0,115,1,115,-20%
NC(=O)c1cnn2c1NC(c1ccc(F)cc1)CC2C(F)(F)F (configuration not stated),.,.,.,13%,.,.,.,.,-10%
Cc1ccc2oc(=O)c3cnn(CC(=O)N(CCC(C)C)Cc4ccco4)c3c2c1,-7,38,45,19%,-27,205,27,205,-2%
O=C(CSc1nnc(NC(=O)CN2CCOCC2)s1)Nc1ccccc1,-11,92,103,-3%,-12,199,12,199,-4%
CSc1nc(C2CC2)cc(-c2cccs2)c1C#N,0,9,8,-8%,6,93,-5,93,2%
CCOC(=O)c1cnn(-c2ncnc3sc(CC)cc23)c1N,.,.,.,-6%,-8,110,8,110,5%
O=C(c1ccc(Cl)cc1)c1cnc(-c2ccc(Cl)cc2)s1,.,.,.,21%,6,182,-6,182,1%
Clc1ncc(CN2CCN(Cc3ccccc3)CC2)s1,.,.,.,-5%,.,.,.,.,-1%
CCCCNC(=O)OCCNC(=O)Oc1cccc(C)c1,-2,96,99,-8%,3,79,-3,79,5%
CCN(CCO)c1cc(Cl)nc(SC)n1,.,.,.,2%,-4,95,4,95,-7%
Cc1ccc(S(=O)(=O)/N=C(/Nc2c(C)n(C)n(-c3ccccc3)c2=O)c2ccc(Cl)cc2)cc1,.,.,.,-21%,-20,114,20,114,0%
COc1ccc(S(=O)(=O)Nc2ccc(C)cc2)cc1OC,1,97,97,-7%,-12,134,12,134,-2%
CCCCn1nnnc1SCC(=O)N1CCN(C(=O)c2ccco2)CC1,.,.,.,-14%,-12,134,12,134,-4%
CC1=C(C#N)C2C(/C1=N/O)C2(C)C (configuration not stated),2,97,95,-1%,-19,127,19,127,5%
